All columns: NCI-60 one-dose screen, growth in % after 48 h at 10 µM unless noted; 100 = growth as untreated, 0 = no growth, -100 = all killed.
SK-OV-3 – SK-OV-3 ovarian cancer cells. AID 1794785. actives 3.2% (n = 80,000)
IGROV1 – IGROV1 ovarian cancer; actives 4.7% (n = 79,000); AID 1794786
OVCAR-8 – OVCAR-8 ovarian cancer. actives 4.4% (n = 81,000). AID 1794782
NCI-H23 – NCI-H23 lung cancer. actives 4% (n = 80,000). AID 1794731
OVCAR-5 – OVCAR-5 ovarian cancer; actives 2.9% (n = 82,000)
OVCAR-4 – OVCAR-4 ovarian cancer cells; actives 3.7% (n = 80,000)
OVCAR-3 – OVCAR-3 ovarian cancer; actives 7% (n = 79,000)
NCI-H522 – NCI-H522 lung cancer; AID 1794739; actives 8% (n = 78,000)
NCI/ADR-RES – NCI/ADR-RES ovarian cells; AID 1794790; actives 4.4% (n = 81,000)
Numbers without * were called inactive; nt = not tested or not shown; & = joins results of further samples. The calls were made as follows: active = growth percent below 10; inactive = the rest.

SMILES	SK-OV-3	IGROV1	OVCAR-8	NCI-H23	OVCAR-5	OVCAR-4	OVCAR-3	NCI-H522	NCI/ADR-RES
COc1cccc(/C=C\C(=O)CCN2CCOCC2)c1OC	110	112	96	96	114	106	101	82	101
CCN(CC)CCOc1ccc(-c2nc3cc(Cl)ccc3s2)cc1	60	-27*	41	-54*	-0.1*	58	-4.5*	-40*	-26*
O=C(N/N=C/c1ccc(O)c(O)c1)c1sc2ccccc2c1Cl	76	64	90	97	100	93	97	95	84
Cc1c[nH]n2c(-c3ccccc3)cc(C)c(C#N)c2n[nH]1	96	113	107	107	111	109	114	100	113
COc1ccc(C2N=C(SCC(=O)Nc3ccc(S(N)(=O)=O)cc3)NC(C)=C2C(C)=O)cc1 (centres undefined)	118	103	103	112	101	103	112	96	105
N#C/C(=C\c1cc(Cl)cc(Cl)c1O)c1ccc([N+](=O)[O-])cc1	105	96	96	96	98	80	97	nt	95
CCCCN(CCCC)CC(N)=O	98	107	107	111	103	106	115	101	99
Nc1[nH]c(=O)nc2c1cnn2-c1ccc(Cl)cc1	109	109	107	104	111	105	108	105	110
CN(C)CCNC(=O)Oc1cccc2ccccc12	90	81	98	82	102	97	110	83	93
C/C(=C\Cl)CN(C)S(=O)(=O)c1ccc(Br)cc1	99	77	96	98	96	91	107	91	100
O=C(Cc1ccccc1)NC/C=N/O	95	106	98	102	85	107	122	104	113
CSCCC(N)C(=O)Nc1ccc(S(=O)(=O)c2ccc(NC(=O)C(N)CCSC)cc2)cc1 (centres undefined)	107	96	103	105	112	107	128	90	114
CCCCC/C=C\C/C=C\CCCCCCCC(=O)OCC	105	107	100	107	108	114	106	nt	106
O=C(NC(C[Se][Se]CC(NC(=O)c1ccccc1)C(=O)O)C(=O)O)c1ccccc1 (centres undefined)	107	143	109	103	98	103	102	120	99
CCCCCCCCC(=O)C(=O)c1ccc(O)c(C)c1O	85	103	94	75	111	70	94	91	100
CCC(CC)C(=O)OC(C)COc1ccc(C(C)CC)cc1 (centres undefined)	92	102	92	104	96	106	108	78	106
COc1ccc2nc(/C=C/c3ccc(N(C)C)cc3)sc2c1	197	82	115	89	97	107	103	91	93
CCCNc1nc2ccccc2c2c1S(=O)(=O)c1ccc(Cl)cc1C2=O	32	25	3.8*	25	8.0*	13	-17*	-81*	8.3*
O=C1NC(C2CC3C=CC2C3)Nc2ccccc21 (centres undefined)	100	97	104	100	109	132	109	93	103
COC1CC(OC(=O)c2ccc(C)cc2)C(COC(=O)c2ccc(C)cc2)O1 (centres undefined)	107	110	100	88	85	86	124	96	93
CC(=O)NC(Cc1ccc(O)c(CN2CCCCC2)c1)C(=O)O (centres undefined)	119	108	95	99	105	97	118	108	100
N#C/C(C(=O)Nc1ccc(S(N)(=O)=O)cc1)=C1\C(=O)Nc2ccc(Cl)cc21	nt	98	97	99	101	nt	107	97	107
CC(=O)C1=C(C)NC(NNc2ccccc2)=NC1c1ccc([N+](=O)[O-])cc1 (centres undefined)	106	83	91	95	96	84	100	77	91
COc1ccc2nc3cc(Cl)ccc3c(N3CCN(c4ccnc(Cl)n4)CC3)c2c1	118	105	102	104	101	106	110	37	106
C/C=C/c1nn2c(CCC(=O)c3nc4ccccc4[nH]3)nnc2s1	95	76	92	93	105	92	82	73	88
C=C(C)C(=O)Nc1ccc2nn(-c3ccccc3O)nc2c1	101	93	102	106	104	100	104	89	109
O/N=C/c1ccco1	110	103	99	96	99	102	102	93	97
CS(=O)(=O)c1ccc(-c2nn(-c3ccc(F)cc3)cc2C=O)cc1	106	102	99	101	105	100	116	96	106
COc1cc(CNS(=O)(=O)c2ccc(C)cc2)ccc1OCc1cn(-c2ccc(Cl)c(Cl)c2)nn1	99	105	102	98	93	100	109	91	98
COc1cc2c(c(OC)c1OC)CCC(c1cccc(NC(=O)c3ccc([N+](=O)[O-])cc3)c1)O2 (centres undefined)	83	68	74	66	97	55	80	67	69

Entries above with sulfur (eleven):
SMILES	SK-OV-3	IGROV1	OVCAR-8	NCI-H23	OVCAR-5	OVCAR-4	OVCAR-3	NCI-H522	NCI/ADR-RES
CCN(CC)CCOc1ccc(-c2nc3cc(Cl)ccc3s2)cc1	60	-27*	41	-54*	-0.1*	58	-4.5*	-40*	-26*
O=C(N/N=C/c1ccc(O)c(O)c1)c1sc2ccccc2c1Cl	76	64	90	97	100	93	97	95	84
COc1ccc(C2N=C(SCC(=O)Nc3ccc(S(N)(=O)=O)cc3)NC(C)=C2C(C)=O)cc1 (centres undefined)	118	103	103	112	101	103	112	96	105
C/C(=C\Cl)CN(C)S(=O)(=O)c1ccc(Br)cc1	99	77	96	98	96	91	107	91	100
CSCCC(N)C(=O)Nc1ccc(S(=O)(=O)c2ccc(NC(=O)C(N)CCSC)cc2)cc1 (centres undefined)	107	96	103	105	112	107	128	90	114
COc1ccc2nc(/C=C/c3ccc(N(C)C)cc3)sc2c1	197	82	115	89	97	107	103	91	93
CCCNc1nc2ccccc2c2c1S(=O)(=O)c1ccc(Cl)cc1C2=O	32	25	3.8*	25	8.0*	13	-17*	-81*	8.3*
N#C/C(C(=O)Nc1ccc(S(N)(=O)=O)cc1)=C1\C(=O)Nc2ccc(Cl)cc21	nt	98	97	99	101	nt	107	97	107
C/C=C/c1nn2c(CCC(=O)c3nc4ccccc4[nH]3)nnc2s1	95	76	92	93	105	92	82	73	88
CS(=O)(=O)c1ccc(-c2nn(-c3ccc(F)cc3)cc2C=O)cc1	106	102	99	101	105	100	116	96	106
COc1cc(CNS(=O)(=O)c2ccc(C)cc2)ccc1OCc1cn(-c2ccc(Cl)c(Cl)c2)nn1	99	105	102	98	93	100	109	91	98

Continuation.
SMILES	SK-OV-3	IGROV1	OVCAR-8	NCI-H23	OVCAR-5	OVCAR-4	OVCAR-3	NCI-H522	NCI/ADR-RES
CC(=O)Nc1cc(C)ns1	118	132	117	114	104	120	128	127	111
O=C(CO[N+](=O)[O-])Nc1ccc(C(=O)/C=C/c2ccc3c(c2)OCO3)cc1	111	48	76	58	96	96	81	98	85
COc1cc(/C=C2\CCC/C(=C\c3cc(CN4CCOCC4)c(O)c(OC)c3)C2=O)cc(CN2CCOCC2)c1O	nt	51	19	21	34	36	19	34	23
COc1ccc(-c2nnc(CNc3ccc(Cl)cc3)o2)cc1O	86	84	97	99	108	89	93	81	102
CCC1CCCCN1C(=S)N/N=C(\C)c1ccccn1 (centres undefined)	8.3*	2.6*	9.9*	21	30	-50*	-19*	-19*	5.8*
Cc1ccc(S(=O)(=O)OC[C@]23CCC(C)(C)C[C@H]2[C@@H]2NCC[C@@H]4[C@@]5(C)CCCNC(C)(C)[C@@H]5CC[C@@]4(C)[C@]2(C)CC3)cc1	91	102	94	105	111	79	92	81	99
O=C(Nc1ccccc1O)c1ccc(CNC(=O)c2sccc2Nc2ccnc(C(F)(F)F)c2)cc1	57	41	36	52	46	48	41	7.5*	24
CCC/C(=C(/C#N)C(=O)OCC)c1ccccc1	106	95	89	100	104	99	115	86	108
O=[N+]([O-])c1ccc(S(=O)(=O)/N=C2\CCCCO2)cc1	108	103	99	103	106	100	106	105	97
O=C(Cc1ccccc1)Nc1nc(O)c(/C=C2\C(=O)C=Cc3ccccc32)s1	83	102	97	91	104	100	102	90	97
COc1ccc2cc(-c3ccnc4cc(-c5ccccc5)nn34)ccc2c1	100	94	94	87	91	91	105	82	101
Cc1ccc(N)nc1	88&110	104&107	95&106	98&105	104&110	99&109	105&117	102&104	99&104
NC(=O)c1cc2c(n1Cc1ccccc1)-c1nc(Nc3ccccc3)ncc1CCC2	99	78	81	90	82	84	95	nt	81
COc1ccc(-c2nc3sc(C)cn3c2/C=C\c2cc(OC)c(OC)c(OC)c2)cc1	96	80	86	83	91	75	72	56	65
Cc1ccc(F)cc1/C=C1\Cc2c(Br)cccc2C1=O	71	79	102	88	87	84	93	81	91
O=C1OC(=O)C2C3C=CC(CC3)C12 (centres undefined)	104	102	111	99	99	106	94	104	102
CCOC(=O)/C=C(\C)OCC	114	124	101	100	100	95	113	nt	99
COc1cc(-c2cc(-c3cc(OC)c(OC)c(OC)c3)nc(N3CCOCC3)c2C#N)ccc1O	94	75	99	107	116	94	117	96	100
CCCCC[n+]1ccc(SCC(=O)N(C)c2ccc(C(F)(F)F)cc2)c2ccccc21	113	104	100	71	104	89	99	78	92
CC(=O)O[C@@H](C)[C@@H]1O[C@@H]2CC(=O)O[C@@H]2[C@H]1O	100	103	105	100	93	101	112	98	111
C[C@H]1[C@H]2[C@H]3CC[C@@H]4[C@@]5(C)CC[C@H](O)C(C)(C)[C@@H]5CC[C@@]4(C)[C@]3(C)CC[C@]23CO[C@]1(C)[C@@H](C(=O)/C=C\c1cccnc1)C3	78	81	35	60	121	49	47	38	79
Nc1ccc(Oc2ccc(Cl)cc2)c(Cl)c1	103	88	83	104	101	106	96	76	103
Nc1ccccc1SC1CC(=O)N(c2ccccc2)C1=O (centres undefined)	95	88	102	90	84	92	90	89	75
C(=N\Nc1nnc(-c2ccncc2)o1)/c1ccccc1	102	109	99	96	100	102	108	97	103
CCCCCCCCCCC1OC(C)CC(C)O1 (centres undefined)	103	109	99	100	99	111	98	nt	105
CCN(CC)c1ccc(C=Nc2ccc3c(O)cc(S(=O)(=O)O)cc3c2)cc1	97	106	89	98	107	118	104	76	100
S=C(NNC(=S)Nc1ccccc1)Nc1ccccc1	111	116	96	99	104	124	114	102	106
CCN(CC)c1ccc(C=Nc2ccnc3ccc(OC)cc23)cc1	114	102	98	103	114	98	101	67	109
CN1CCN(c2ccc(-c3ccc4ncc(C#N)c(Nc5ccc(F)c(Cl)c5)c4c3)cc2)CC1	27	11	48	77	58	47	60	33	50
CC1(C)OC2=C(C(=O)c3cc(O)cc(O)c3C2=O)[C@@H]2C=C(CO)[C@@H](O)[C@H](O)[C@@H]21	97	105	100	101	117	122	107	65	105

Next part (two carried over from the part before).
SMILES	SK-OV-3	IGROV1	OVCAR-8	NCI-H23	OVCAR-5	OVCAR-4	OVCAR-3	NCI-H522	NCI/ADR-RES
CN1CCN(c2ccc(-c3ccc4ncc(C#N)c(Nc5ccc(F)c(Cl)c5)c4c3)cc2)CC1	27	11	48	77	58	47	60	33	50
CC1(C)OC2=C(C(=O)c3cc(O)cc(O)c3C2=O)[C@@H]2C=C(CO)[C@@H](O)[C@H](O)[C@@H]21	97	105	100	101	117	122	107	65	105
c1ccc2c(c1)C[C@@H]1OC(CC3=N[C@@H]4c5ccccc5C[C@@H]4O3)=N[C@H]21	103	104	105	99	101	99	111	97	101
O=C1C2C3C=CC(C3)C2C(=O)N1CCO (centres undefined)	97	106	103	100	97	97	96	92	106
COc1cc(/C=N/Nc2ncnc3c2c(C)nn3-c2ccc(F)cc2)cc(OC)c1OC	93	73	101	86	111	109	100	93	102
C1=CC2CCC1CC2c1ccccc1 (centres undefined)	117	100	101	nt	94	97	122	101	109
Clc1ccc(/C=C/c2nc(N3CCOCC3)c3nc(Cl)c(Cl)cc3n2)cc1	105	117	108	92	110	128	nt	95	99
O=NN(Cc1cccnc1)C(=O)NC1CCCCC1	113	113	104	111	97	104	114	91	105
Nc1cc(=O)[nH]n1S(=O)(=O)c1ccc(Cl)cc1	110	113	108	112	105	108	115	93	109
COc1ccccc1NC(=S)N/C=C(\C#N)C(=O)c1ccc2ccccc2c1	93	80	105	89	93	92	103	88	95
CCC1CCc2nc3sc(C(=O)Nc4cccc(F)c4)c(N)c3cc2C1 (centres undefined)	83	89	87	92	90	99	nt	70	62
O=C(Nc1ccc(Cl)cc1)N1NC(c2ccc(Cl)cc2)C=C1c1ccccc1 (centres undefined)	97	95	97	104	124	92	103	98	115
CCN(CC)CCNc1ccc(C)c2sc3ccccc3c(=O)c12 (tested in a mixture with another compound)	nt	3.6*	32&24	52&46	52&49	53&41	63&59	40&23	43&43
COc1cc(/C=C/C(=O)c2c(C)[n+]([O-])c3ccccc3[n+]2[O-])ccc1O	98	61	89	95	110	155	nt	71	104
O=C(O)C(O)C(O)C(OC1OC(CO)C(O)C(O)C1O)C(O)CO (centres undefined)	116	114	108	118	108	105	115	113	113
Oc1ccc[nH]c1=S	106	105	103	94	95	94	114	90	94
CCc1c2c(nc3ccc(OC(=O)NCc4ccc(B5OC(C)(C)C(C)(C)O5)cc4)cc13)-c1cc3c(c(=O)n1C2)COC(=O)[C@]3(O)CC	-1.9*	11	4.5*	-28*	-12*	6.5*	-25*	-23*	-6.6*
CCOC(=O)c1c2ccncc2n2c(=O)n(-c3ccc(Cl)cc3)nnc12	96	105	56	93	80	86	99	81	81
COc1cc(/C(C)=N/NC(=O)CSc2nc3ccccc3c(=O)n2CCc2ccc(S(N)(=O)=O)cc2)cc(OC)c1OC	103	103	78	97	103	105	105	68	102
COc1cc(/C=N/NC(=S)NNC(=S)NC2CC2)cc(OC)c1OC	112	98	100	101	102	99	109	96	102
CCCCC(O)Cn1ncc(C(=O)OCC)c1NC(=O)NCc1ccccc1F (centres undefined)	nt	103	102	96	107	85	111	89	96
O=S(=O)(Nc1cccc(O)c1)c1ccccc1	110	110	98	110	111	112	105	93	108

Looked up above:
Under NCI-H522, O=S(=O)(Nc1cccc(O)c1)c1ccccc1 is entered as 93
Under NCI/ADR-RES, O=C(O)C(O)C(O)C(OC1OC(CO)C(O)C(O)C1O)C(O)CO (centres undefined) is entered as 113

The list continues.
SMILES	SK-OV-3	IGROV1	OVCAR-8	NCI-H23	OVCAR-5	OVCAR-4	OVCAR-3	NCI-H522	NCI/ADR-RES
O=C(CSc1nnc2c(n1)[nH]c1ccccc12)c1ccc(Cl)cc1	110	100	94	88	95	89	122	99	101
O=C(O)N/N=C/c1cc(Cl)ccc1O	96	100	97	97	105	92	113	90	107
CC1=CC(=O)C(/C(C)=N/NC(=O)c2ccccc2NC(=O)c2ccc(C)cc2)C(=O)O1 (centres undefined)	88	90	84	88	105	88	80	67	104
CC1=NN(c2cn3c(-c4ccccc4)csc3n2)C(=O)C1	89	88	105	92	97	98	100	89	93
O=C(Nc1nc2ccc(Cl)cc2s1)c1ccc(C(=O)Nc2nc3ccc(Cl)cc3s2)cc1	95	94	100	nt	91	90	112	98	106
